Screens from PubChem.
CASP6 VEID inh – human caspase-6 inhibitors, primary screen, biochemical, VEID-R110 fluorescence, single point, set 2; inhibition, % at 12.5 µM; 0.53% of 350,000 active; P55212; purified caspase-6, Z-VEID-R110 cleavage fluorescence;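 active = mean inhibition across replicates at least about 35%, with every replicate also reaching that limit, limit read from the data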;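 also: 0% = median of neutral control wells and 100% = no fluorescence left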
Target sequence (P55212 24-179 limits assumed): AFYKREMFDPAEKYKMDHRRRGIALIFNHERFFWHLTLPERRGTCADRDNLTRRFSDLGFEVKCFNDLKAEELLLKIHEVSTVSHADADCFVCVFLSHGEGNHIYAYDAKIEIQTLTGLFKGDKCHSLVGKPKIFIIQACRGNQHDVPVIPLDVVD
Target sequence (P55212 194-293 limits assumed): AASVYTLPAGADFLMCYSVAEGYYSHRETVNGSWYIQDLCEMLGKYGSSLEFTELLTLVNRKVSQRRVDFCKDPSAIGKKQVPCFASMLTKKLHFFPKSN
RAD54 branch – inhibitors of human RAD54 branch migration, primary screen, biochemical, fluorescence, single point. DNA repair and recombination protein RAD54-like (Homo sapiens), Q92698. inhibition, % at 10.4 µM. RAD54 Holliday junction branch migration, FAM/BHQ fluorescence. AID 602329, 2012. 0.14% of 360,000 active;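 active = mean normalized replicate activity at least 40 and at least half of replicates scoring 40 or more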;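 also: 0% = median of neutral control wells and 100% = median of positive control wells; inhibitors cause a drop in the FAM fluorescence signal; in these data hits start at about 50%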
Target sequence (Q92698 whole entry, looked up): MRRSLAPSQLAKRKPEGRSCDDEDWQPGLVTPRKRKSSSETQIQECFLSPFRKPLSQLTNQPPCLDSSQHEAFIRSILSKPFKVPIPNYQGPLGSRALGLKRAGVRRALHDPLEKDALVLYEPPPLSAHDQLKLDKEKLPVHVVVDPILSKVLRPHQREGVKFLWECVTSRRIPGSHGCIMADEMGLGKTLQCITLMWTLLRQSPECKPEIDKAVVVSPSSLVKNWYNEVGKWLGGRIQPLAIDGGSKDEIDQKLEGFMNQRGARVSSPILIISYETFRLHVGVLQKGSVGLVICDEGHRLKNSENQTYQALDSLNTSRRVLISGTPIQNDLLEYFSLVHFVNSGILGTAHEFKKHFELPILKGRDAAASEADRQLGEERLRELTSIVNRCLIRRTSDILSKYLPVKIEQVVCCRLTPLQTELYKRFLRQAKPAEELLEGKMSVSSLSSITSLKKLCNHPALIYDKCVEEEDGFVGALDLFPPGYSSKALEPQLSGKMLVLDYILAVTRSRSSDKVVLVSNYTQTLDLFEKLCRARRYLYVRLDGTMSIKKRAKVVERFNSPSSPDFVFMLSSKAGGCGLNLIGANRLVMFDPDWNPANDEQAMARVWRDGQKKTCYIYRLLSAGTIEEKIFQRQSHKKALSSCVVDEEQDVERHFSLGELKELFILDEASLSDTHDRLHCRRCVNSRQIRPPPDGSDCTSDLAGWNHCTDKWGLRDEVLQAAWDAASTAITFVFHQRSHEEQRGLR
PglD inh – C. jejuni PglD acetyltransferase inhibitors, primary screen, biochemical, DTNB colorimetric, single point. inhibition, % at 12.5 µM. AID 602405, 2012. purified PglD enzyme, DTNB colorimetric CoA detection. 0.098% of 360,000 active; in the data active = inhibition above about 16%, passing the limit was not always enough; also: strong numbers were not always called active
ERp5 inh – inhibitors of ERp5-driven insulin aggregation, primary screen, biochemical, turbidity, absorbance 650 nm, single point. Protein disulfide-isomerase A6 (Homo sapiens), Q15084. 90 min. inhibition, % at 9.99 µM. 0.05% of 350,000 active. AID 651711, 2012;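 active = mean replicate inhibition above about 25%, with every replicate also reaching it, limit read from the data, passing the limit was not always enough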
E-selectin induc – E-selectin induction in HUVECs, primary screen, imaging, HUVEC, immunofluorescence imaging, single point; normalized: neutral wells 0, TNF-alpha wells 100; activation, % at 7.58 µM; 0.37% of 260,000 active;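 active = mean E-selectin-positive cell signal at least 10% of the positive control, reached in at least 60% of replicates, without over 20% cell loss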;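 also: in these data hits start at about 27%; measured in HUVEC primary endothelial cells; signal is the percent of cells scored E-selectin positive by PE staining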
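Material: HUVEC primary endothelial cells; Amount: 3,000 cells per well; Dosing: single concentration; Medium: EGM-2 growth medium on 0.1% gelatin-coated wells; Read-out basis: percent E-selectin-positive cells; Signal: immunofluorescence imaging; Control set: TNF-alpha, DMSO.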
ARNT-TACC3 inh – disruptors of ARNT/TACC3 protein interaction, primary screen, biochemical, AlphaScreen, single concentration. Transforming acidic coiled-coil-containing protein 3 (Homo sapiens), Q9Y6A5. AlphaScreen His-ARNT PAS-B/GST-TACC3 binding, luminescence; TACC3 fragment carries E629A point mutation. inhibition, % at 9.99 µM. 0.66% of 390,000 active;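 active = mean inhibition of replicates at least 50% and at least half of replicates each reaching 50%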;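 also: 0% = complete ARNT plus TACC3 wells and 100% = ARNT alone without TACC3; many hits fall short of the cut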
esBAF inh – Bmi1 luciferase reporter increase in mESCs, primary screen, esBAF inhibitor project, mouse ES cells, Bmi1 luciferase knock-in, single point; 24 h; 100% = twice the neutral-well signal; reporter increase, % at 12.5 µM; 2% of 350,000 active; AID 602393, 2012; in the data active = activation above about 40%;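 also: 0% = median of the plate's neutral control wells and 100% = double that signal; a rise in the Bmi1 reporter signal indicates esBAF inhibition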
RAD52 anneal inh – RAD52 DNA annealing inhibitors, primary screen, biochemical, FRET, single point, set 2 | DNA repair protein RAD52 homolog (Homo sapiens), P43351 | recombinant RAD52 DNA annealing, FRET fluorescence | inhibition, % at 18.7 µM | 0.46% of 360,000 active | AID 651710, 2012;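 active = every replicate showing at least 50% inhibition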
Active calls of the source: *; . = not tested or not shown.

mol	CASP6 VEID inh	RAD54 branch	PglD inh	ERp5 inh	E-selectin induc	ARNT-TACC3 inh	esBAF inh	RAD52 anneal inh
CCn1c2ccccc2c2cc(NS(=O)(=O)c3ccc(C)cc3)ccc21	.	3	-5	.	.	2	-13	.
COCCNC(=O)c1ccc(C2SCC(=O)N2CCc2ccccc2)cc1 (stereo not given)	1	-2	-3	-1	0.0	-5	-2	-4
CO[C@@H]1CN(C)C(=O)c2ccc(NC(C)=O)cc2OC[C@@H](C)N(Cc2nccs2)C[C@H]1C	1	2	-1	3	-0.1	-7	-4	-4
CN(CC(=O)Nc1ccccc1Cl)C(=O)COC(=O)CN1C(=O)NC2(CCCC2)C1=O	3	2	-1	3	-0.7	-13	4	-15
C[C@H](CO)N1C[C@H](C)[C@H](CN(C)Cc2ccc(Cl)c(Cl)c2)Oc2c(NS(=O)(=O)c3ccc(F)cc3)cccc2C1=O	-1	6	-3	7	.	-2	-2	-24
CC(=O)N1CCN(CCN=CC2=C(O)CC(c3cccs3)CC2=O)CC1 (stereo not given)	.	-9	18	.	.	2	1	.
COc1ccc(NC(=O)c2cc3cc(C)ccc3n2C)c(OC)c1	2	-7	2	2	0.4	-3	8	7
Cc1ccc(-c2nnc(-c3cccnc3)o2)cc1	-2	-1	4	-1	0.0	-6	20	-12
CCc1cc(C(=O)NCC2CCCO2)sc1C (stereo not given)	-1	-2	-3	2	.	1	22	-10
CC(C)CC1C(C#N)=C(N)Oc2n[nH]c(-c3cccs3)c21 (stereo not given)	.	-4	-2	.	.	0	21	.
COc1cc(NC(=S)Nc2ncccc2C)cc(OC)c1OC	-2	-2	5	-1	0.2	12	31	-13
C[C@@H]1CN([C@H](C)CO)C(=O)c2cccc(NS(=O)(=O)c3cn(C)cn3)c2O[C@@H]1CN(C)S(=O)(=O)c1ccc(F)cc1	4	-12	4	5	-0.1	18	2	-3
COc1ccc(C(=O)N2CCN(C(=O)C3COc4ccccc4O3)CC2)cc1OC (stereo not given)	-1	6	-2	-1	.	5	0	-7
Clc1ccc(CSc2nnc3c(n2)[nH]c2ccccc23)cc1	3	9	-5	3	18	-13	3	-14
CCOCCCNC(=O)C1CCCCN1S(=O)(=O)c1ccc(F)cc1 (stereo not given)	.	-2	-1	.	.	7	-6	.
COc1ccc2c(CC(=O)OCC(=O)c3ccccc3OC)coc2c1	.	0	-8	.	.	5	-8	.
COC(=O)[C@@H]1[C@@H](CO)[C@@H]2Cn3c(ccc(-c4ccncc4)c3=O)[C@@H]2N1CC1CCCC1	-1	.	.	-1	-0.4	.	.	-30
CC(C)[C@H](CN1CCC[C@H]1CN1C(N)=NC[C@@H]1Cc1ccccc1)N1C[C@@H](Cc2ccccc2)N(CCc2ccc(Cl)c(Cl)c2)C1=N	.	16	0	.	.	20	0	.
CCOc1cc(N2CCOCC2)c(OCC)cc1NC(=O)CSc1nccc(C)n1	2	2	-9	2	.	.	-6	-17
C/C=C/c1ccc([C@H]2[C@@H](CO)N(S(=O)(=O)CC)[C@@H]2CN(C)C(=O)CC)cc1	-3	.	.	-1	0.0	.	.	-70
CCOC(=O)COc1nc(-c2ccco2)cc(-c2ccco2)c1C#N	-2	-2	4	3	.	-6	.	-46
O=C(c1ccccn1)N1CC[C@@H]2[C@H]1c1cc(-c3ccc(F)cc3)ccc1N[C@@H]2CO	1	-1	-1	-1	2.1	2	47*	4
Cc1ccc(C)c(CN2CCN(c3ncccn3)CC2)c1	0	9	15	3	.	2	-6	5
Cc1c(C(=O)/C=C/N(C)C)nnn1-c1ccc(Cl)c(Cl)c1	0	.	.	4	.	-3	.	-180
CNCCOCC(O)CSc1ccccc1 (stereo not given)	.	6	0	.	.	4	-4	.
CCSCCOC(=O)C1=C(C)NC(=O)NC1c1cc(OC)ccc1OC (stereo not given)	.	2	13	.	.	1	0	.
O=C(Nc1cccc(F)c1)c1ccc(Cn2cc([N+](=O)[O-])cn2)o1	1	.	.	13	.	2	.	-14
O=C(Nc1cccc(F)c1)N1C[C@@H]2[C@H](c3ccccc31)[C@@H](CO)N2C(=O)c1cccnc1	1	-1	-2	-1	0.2	1	5	-14
Cc1ccc(C(=O)C2=C(O)C(=O)N(CCCN(C)C)C23C(=O)N(C)c2ccccc23)o1 (stereo not given)	.	2	2	.	.	-2	-9	.
Cc1ccc(NC(=S)N/N=C/c2cccn2Cc2ccccc2F)cc1	-2	12	5	3	1.1	0	1	-9
C[C@H](O)C#Cc1cnc2c(c1)C(=O)N([C@@H](C)CO)C[C@H](C)[C@H](CN(C)C(=O)c1ccc(F)cc1)O2	-5	2	2	-12	0.2	-2	1	-7
O=S(=O)(N[C@@H]1CC[C@@H](CCn2cc(-c3cccnc3)nn2)O[C@H]1CO)c1ccccc1	0	-1	2	8	0.9	-11	-5	2
O=[N+]([O-])c1ccc(CSc2nnc(-c3cnccn3)o2)cc1	.	9	-2	.	.	2	4	.
Cc1noc(C)c1NC(=O)N[C@H]1CC[C@@H](CCNC(=O)C2CC2)O[C@@H]1CO	-6	-8	0	5	-0.4	5	-11	-2
O=S(=O)(CCSc1ccccn1)c1nc2ccccc2s1	4	6	4	-4	.	-7	-4	-18
O=c1cc(N2CCC(Cc3ccccc3)CC2)[nH]c(=O)n1C1CCCCC1	.	-4	2	.	.	-3	-8	.
CC=Cc1ccc2n(c1=O)C[C@H]1[C@H](CO)[C@@H](C(=O)NCC3CC3)N(Cc3ccccn3)[C@@H]21 (mixture of isomers)	-3	6	1	-1	-0.3	13	-7	-49
O=C(/C=C/c1c(F)cccc1Cl)Nc1nn[nH]n1	5	.	.	0	.	9	-1	-6
COCCn1c(SCC(=O)N2CCOCC2)nc2ccccc2c1=O	-5	-8	5	-2	0.1	-2	-6	-12
CC(=O)c1cn(CCC(C)C)c(=O)[nH]c1=O	-3	.	.	3	-0.4	3	-2	-15
CS(=O)(=O)Nc1ccccc1C(=O)Nc1ccccc1C(=O)N1CCCC1	0	8	1	3	.	-2	1	-3
CC1(C)C(=O)NCCN1C(=O)CCC(=O)O	2	0	1	6	.	-18	3	-12
CCc1nnc(NS(=O)(=O)c2ccc(N3C(=O)c4ccc(C(=O)O)cc4C3=O)cc2)s1	5	.	.	-2	.	-7	.	-22
COc1ccc(CCC(C)NCc2cc(OC)cc(OC)c2)cc1 (stereo not given)	-2	6	-3	-2	0.2	6	-1	-11
O=C(COc1ccccc1[N+](=O)[O-])Nc1ccccc1N1CCCCC1	.	-2	3	.	.	-1	7	.
CN(CC(=O)Nc1cccc(S(=O)(=O)N(C)C)c1)Cc1ccccc1	.	-5	4	2	.	2	18	-22
Cc1noc(C)c1NC(=O)Nc1ccc2c(c1)C(=O)N([C@@H](C)CO)C[C@H](C)[C@H](CN(C)S(=O)(=O)c1cn(C)cn1)O2	-3	0	-3	10	-7.1	0	-2	-6
COc1ccc(NC(=O)CN2C(=O)C(c3ccccc3)=NC23CCCCCC3)cc1OC	-1	.	.	1	-0.6	-1	.	-3
CCC(C(=O)OC)n1cnc2scc(-c3ccc(C)cc3)c2c1=O (stereo not given)	16	-2	3	7	.	.	2	-7
COc1ccc(OCC(O)CNS(=O)(=O)c2ccc(C)cc2)cc1 (stereo not given)	3	3	-1	0	.	.	.	-8
CSCCC(=O)N1C(C)CCCC1C(=O)O (stereo not given)	.	-7	0	.	.	-13	-11	.
CCN1CCN(c2ccc(NC(=O)c3cccc(F)c3)cc2Cl)CC1	-1	7	.	7	16	-1	33	4
Cn1c(=O)[nH]c(=O)c2c1nc(N1CCC(Cc3ccccc3)CC1)n2Cc1ccccc1	.	-11	-2	.	.	-6	7	.
COc1ccc(C2CC(c3ccc4ccccc4c3)=NN2C(=O)CNC2CCCCC2)cc1 (stereo not given)	-4	7	-1	1	-0.3	10	.	19
OC[C@@H]1CN(Cc2ccncc2)C[C@H](n2cnc3c(N4CCCC4)ncnc32)O1	2	-1	4	-1	-0.1	.	-1	-10
O=C(NCc1ccc(Cl)cc1)c1ccc(CNc2c(N3CCOCC3)c(=O)c2=O)cc1	0	-21	-2	2	0.2	-5	.	-21
COc1ccc(C(CC(=O)N2CCCC(C)C2)c2c(OC)cc(OC)c3c(-c4ccccc4)cc(=O)oc23)cc1 (stereo not given)	0	5	-2	4	-0.2	2	-19	-19
CC(C)c1ccc(NC2CCCN(C(=O)c3cc(C(C)C)nc(N)n3)C2)cc1 (stereo not given)	0	3	3	0	.	3	7	-3
COCCNC(=O)C(c1ccc(C)o1)N(Cc1cccs1)C(=O)c1snc(C(N)=O)c1N (stereo not given)	.	-11	0	.	.	-9	-4	.
CC(=O)N(C)C[C@@H]1Oc2cc(C#CC(C)C)ccc2S(=O)(=O)N([C@H](C)CO)C[C@H]1C	3	-8	6	13	0.2	10	-3	11

Next results follow.
mol	CASP6 VEID inh	RAD54 branch	PglD inh	ERp5 inh	E-selectin induc	ARNT-TACC3 inh	esBAF inh	RAD52 anneal inh
Cc1ccc(S(=O)(=O)N(CC(=O)NC2CCCC2)c2cccc(C)c2)cc1	2	0	1	0	.	2	.	-17
CC(C)(C)c1cc(N)on1	-3	0	1	7	.	-3	.	-12
Cc1cc(=O)oc2c3c(cc(OCC(=O)NCC(O)c4ccccc4)c12)OC(C)(C)CC3 (stereo not given)	1	-5	1	0	.	.	7	-13
O=C(C[C@H]1C[C@H]2c3cc(NC(=O)Nc4ccccc4)ccc3O[C@H]2[C@H](CO)O1)NC1CCCC1	3	7	-1	3	-0.2	2	-2	-15
O=C(COc1ccc(Cl)cc1)N1CCN(C(=O)c2cccs2)CC1	3	.	.	4	-0.1	10	.	-22
O=C(Nc1cccc(Cl)c1)c1ccc2c(c1)SC1=NS(=O)(=O)CCN12	1	.	.	6	1.4	-1	.	-5
O=C(O)COc1ccc(/C=N/NC(=O)COc2nsnc2N2CCOCC2)cc1	-1	-2	-5	-1	-0.2	-8	-3	-9
Cc1ncc(CN2CCCC(C(=O)Nc3ccc(-c4ccco4)cc3)C2)cn1 (stereo not given)	0	-8	1	4	.	-4	4	-25
Cc1csc(SCC(=O)Nc2ccc3c(c2)OCCO3)n1	-1	.	.	0	1.5	-9	.	8
COc1ccc(N=C(C)C2=C(O)CSC2=O)cc1	-2	3	0	17	.	-3	31	-21
OCCN1CCN(CC/C=C2/c3ccccc3CSc3ccccc32)CC1	-2	-6	2	-9	-0.1	.	-3	18

By substructure: the compounds so far containing a COOH group.
mol	CASP6 VEID inh	RAD54 branch	PglD inh	ERp5 inh	E-selectin induc	ARNT-TACC3 inh	esBAF inh	RAD52 anneal inh
CC1(C)C(=O)NCCN1C(=O)CCC(=O)O	2	0	1	6	.	-18	3	-12
CCc1nnc(NS(=O)(=O)c2ccc(N3C(=O)c4ccc(C(=O)O)cc4C3=O)cc2)s1	5	.	.	-2	.	-7	.	-22
CSCCC(=O)N1C(C)CCCC1C(=O)O (stereo not given)	.	-7	0	.	.	-13	-11	.
O=C(O)COc1ccc(/C=N/NC(=O)COc2nsnc2N2CCOCC2)cc1	-1	-2	-5	-1	-0.2	-8	-3	-9
